Pin1 inh = human Pin1 inhibition. Q13526. Potency, µM (titrated, usually from 115 µM), for inactives: at the top dose activity, negative = inhibition, actives largely listed as inhibitors. 0.009% of 390,000 active. Pin1 FP peptide displacement, HiFluor488, 10 min. AID 504891; active means well fitted inhibition curve with a large enough effect in the polarisation, with a control signal flat, not every such curve was filed as active; inconclusive means small, poorly fitted or top-dose-only effect, or effect the other way, or a change in a side signal; inactive means no such curve, though single readings can be large or run the other way; the % refers to the polarisation; further: potency means the concentration at half of the fitted maximal effect; on the % scale 0 is the no-effect control and ±100 the full control effect
Target sequence (Q13526 whole entry, looked up): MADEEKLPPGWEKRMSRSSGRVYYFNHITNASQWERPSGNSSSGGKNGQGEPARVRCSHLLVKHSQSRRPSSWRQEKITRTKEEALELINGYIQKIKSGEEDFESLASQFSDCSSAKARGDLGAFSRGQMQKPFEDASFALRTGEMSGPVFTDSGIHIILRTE
IDH1 R132H inh = inhibitors of human mutant IDH1 R132H; Potency, µM (doses to about 76.6 µM), for inactives: top-dose activity change, negative = inhibition, most hits filed as inhibitors; 0.093% of 390,000 active; IDH1-R132H enzyme, NADPH consumption, diaphorase/resazurin fluorescence; O75874; further: potency means the concentration at half of the fitted maximal effect; on the % scale 0 is the no-effect control and ±100 the full control effect; nearly all actives have a fitted effect of over 65% in size
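IDH1-R132H (0.5 ug/mL) preincubated 30 min with compound, then NADPH (0.016 mM) and alpha-KG (2 mM) added; 80 min at RT, pH 7.5. Remaining NADPH coupled via diaphorase/resazurin to fluorescence (540/590 nm); concentration-response curves normalized to no-enzyme control.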
USP1 inh = inhibitors of human USP1/UAF1 deubiquitinase | O94782 | recombinant USP1/UAF1, Ub-Rhodamine cleavage fluorescence | Potency, µM (doses to about 57.1 µM), for the others: at the highest dose activity change, negative = inhibition, actives largely listed as inhibitors | 0.23% of 390,000 active; further: potency means the concentration at half of the fitted maximal effect; on the % scale 0 is the no-effect control and ±100 the full control effect; nearly all actives have a fitted effect of over 60% in size; inactives centre near -12
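Step one: compound is pinned into 1nM USP1/UAF1 in HEPES pH 7.8 buffer with TCEP. Step two: 15 min room-temperature incubation. Step three: Ub-Rho (150nM final) starts cleavage, tracked by fluorescence over six one-minute reads.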
TrxR1 substrate = substrates of rat thioredoxin reductase 1; 0.01% of 390,000 active; O89049; Potency, µM (top dose mostly 114 µM), inactives show at the top dose activity change, negative = substrate turnover; purified TrxR1 substrate turnover, NADPH consumption readout; further: potency means the concentration at half of the fitted maximal effect; on the % scale 0 is the no-effect control and ±100 the full control effect; nearly all actives have a fitted effect of over 50% in size
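Rat TrxR1, dispensed at 90 nM, was prereduced with 400 uM NADPH (final) for 5 min at ~22 deg C, then incubated with compound 15 min before 400 uM selenite. A first-read NADPH fluorescence drop versus no-compound background flagged substrates.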
GLS inh = glutaminase GLS (human) inhibition. 0.21% of 410,000 active. Potency, µM (titrated, usually from 45.5 µM), for the others: at the highest dose activity change, negative = inhibition, hits mostly inhibitors. GLS enzymatic activity, qHTS titration. AID 624170. O94925; further: potency means the concentration at half of the fitted maximal effect; on the % scale 0 is the no-effect control and ±100 the full control effect
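Enzyme dispensed in phosphate buffer (45 mM, pH 8.2, 0.02% Tween-20), compounds pinned in, then 1 mM L-glutamine solution and the glutamate oxidase–HRP–Amplex Red mix added; fluorescence read immediately and again after 30 min at room temperature.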
Tb PGK inh = blocks T. brucei phosphoglycerate kinase; PGK/GAPDH coupled, Kinase-Glo luminescence, 60 min; P07378; AID 602233; Potency, µM (highest dose often 57.5 µM), for the others: top-dose activity change, negative = inhibition, usual class: inhibitors; 0.043% of 380,000 active; further: potency means the concentration at half of the fitted maximal effect; on the % scale 0 is the no-effect control and ±100 the full control effect; nearly all actives have a fitted effect of over 60% in size
Target sequence (P07378 whole entry, looked up): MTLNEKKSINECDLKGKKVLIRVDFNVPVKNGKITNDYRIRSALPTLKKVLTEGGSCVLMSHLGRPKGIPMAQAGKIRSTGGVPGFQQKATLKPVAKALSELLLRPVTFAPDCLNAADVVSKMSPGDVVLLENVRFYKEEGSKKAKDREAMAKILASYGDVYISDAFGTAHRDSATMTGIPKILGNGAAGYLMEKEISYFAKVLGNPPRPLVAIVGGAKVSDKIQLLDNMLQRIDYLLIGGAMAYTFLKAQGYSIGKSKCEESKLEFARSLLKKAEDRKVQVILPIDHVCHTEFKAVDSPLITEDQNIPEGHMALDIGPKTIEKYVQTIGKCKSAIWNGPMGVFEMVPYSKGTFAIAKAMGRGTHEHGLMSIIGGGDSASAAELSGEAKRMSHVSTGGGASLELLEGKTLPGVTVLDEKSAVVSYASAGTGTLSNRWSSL
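Recombinant glycosomal PGK reaction used 1,3-bisphosphoglycerate generated in-well by GAPDH (100nM final) in 100mM TEA pH 7.6, 5mM MgCl2, 0.01% Tween-20. After 60 minutes at room temperature, ATP was read by Kinase-Glo Plus luminescence end-point.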
HP1b binding inh = blocks HP1-beta chromodomain binding to methylated histone tails; AlphaScreen HP1-beta / biotin-H3K9me3 peptide binding; P83916; AID 540317; 0.56% of 390,000 active; Potency, µM (doses to about 114 µM), for the others: at the highest dose activity change, negative = inhibition, most hits filed as inhibitors; further: potency means the concentration at half of the fitted maximal effect; nearly all actives have a fitted effect of over 70% in size; inactives centre near 23
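HP1-beta protein (50 nM final) preincubated 30 min at room temperature with biotinylated H3(1-18)K9me3 peptide (50 nM) in PBS pH 7.4, 0.01% Tween-20, then compound added for 30 min. AlphaScreen streptavidin donor/nickel chelate acceptor beads (10 ug/mL final), 30 min dark, luminescence read.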
PI4K2A inh = inhibitors of human PI4K2A; purified PI4K2A, ADP-Glo luminescence, 1 h; stronger effect = lower value; 0.13% of 420,000 active; activity change, negative = inhibition, % at 76.9 µM; AID 1346378; Q9BTU6; in the data active means activity change below about -50%; inconclusive means mostly about -30% to -49%;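 further: -100% = wells without enzyme as full effect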
Target sequence (Q9BTU6 whole entry, looked up): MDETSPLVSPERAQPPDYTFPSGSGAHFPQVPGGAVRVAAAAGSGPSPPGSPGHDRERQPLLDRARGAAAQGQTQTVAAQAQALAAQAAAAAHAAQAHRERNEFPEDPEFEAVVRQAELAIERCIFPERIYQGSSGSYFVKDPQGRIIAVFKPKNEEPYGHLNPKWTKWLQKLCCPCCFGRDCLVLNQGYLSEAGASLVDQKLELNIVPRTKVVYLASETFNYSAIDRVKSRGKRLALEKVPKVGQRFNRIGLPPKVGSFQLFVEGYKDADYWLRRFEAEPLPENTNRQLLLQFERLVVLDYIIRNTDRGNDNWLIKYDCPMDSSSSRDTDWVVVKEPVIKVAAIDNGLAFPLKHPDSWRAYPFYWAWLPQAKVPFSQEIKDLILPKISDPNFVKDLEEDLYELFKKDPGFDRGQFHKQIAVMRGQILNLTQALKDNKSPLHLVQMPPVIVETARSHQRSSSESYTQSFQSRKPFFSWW
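In this quantitative HTS, ADP production by PI4K2A was quantified luminescently after 1 h at ambient temperature; 100 microM adenosine served as plate-quality control.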
rTrxR1 inhibitor = rat TrxR1 inhibition | Potency, µM (titrated, usually from 114 µM), for the others: at the highest dose activity change, negative = inhibition, most hits filed as inhibitors | recombinant rTrxR1, NADPH fluorescence consumption, selenite substrate | O89049 | 1% of 390,000 active; further: potency means the concentration at half of the fitted maximal effect; on the % scale 0 is the no-effect control and ±100 the full control effect; nearly all actives have a fitted effect of over 65% in size
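Rat TrxR1 (90 nM in the dispensed reagent) was pre-reduced with 400 uM NADPH for 5 min at room temperature, then incubated with compound for 15 min. After 400 uM selenite was added, NADPH fluorescence (Ex 340/Em 450 nm) was followed for 8 min.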
An asterisk follows results filed as active; i = inactive; ? = inconclusive; . = not tested or not shown; & = joins results of further samples; [ ] = dose if it differs, or a comment. Unless noted, the call rests on the fitted dose curve; in most records, active means well fitted curve in the direction sought with a large enough effect; inconclusive means small, poorly fitted or top-dose-only effect, or another doubt; inactive means no such curve, though single readings can be large; an effect the other way counts as inactive or inconclusive. An excerpt. The share of hits here may be higher or lower than overall.

SMILES	Pin1 inh	IDH1 R132H inh	USP1 inh	TrxR1 substrate	GLS inh	Tb PGK inh	HP1b binding inh	PI4K2A inh	rTrxR1 inhibitor
COCCCNC(=O)c1nn(-c2ccc(C)cc2)nc1CO	-14.0%	20.6%	13.2%	86.7%[activator]	3.1%	7.9%	17.4%	3.9	51.3%[activator]
CCOC(=O)c1sc(NC(=O)C2CSC3(C)CCC(=O)N23)nc1C (centres undefined)	0.8%	6.3%	-25.6%	-1.6%	6.1%	-5.0%	31.7%	1.0	12.9%
COCCCNC(=O)c1ccc(CNS(=O)(=O)c2ccc(NC(C)=O)cc2)cc1	2.3%	4.5%	-11.2%	-2.7%	-0.1%	-7.7%	-3.9%	-2.7	-4.3%
Cc1ccc(C(=O)O)cc1Nc1ncnc2sc3c(c12)CCC3	2.5%	10.1%	-19.8%	5.0%	1.2%	-10.5%	14.1%	2.5	9.5%
CN(C)C(=O)CSc1cnc2ccccc2n1	7.0%	1.0%	-19.8%	-8.6%	0.0%	i	31.2%	-4.6	-6.9%
O=C(/C=C/c1ccc(F)cc1)Nc1ccc(S(=O)(=O)Nc2ncccn2)cc1	?	-3.7%	-24.1%	-14.6%	2.6%	3.9%	9.4%[57 µM]	-3.5	-7.4%
COCCN=C1Sc2nc3ccc(C)cc3cc2CN1Cc1ccco1	3.5%	0.0%	-17.7%	0.8%[57.1 µM]	-3.6%	3.6%	41.4%[activator]	-1.0	2.2%[57.1 µM]
CCOC(=O)CC(C#N)c1cn(C)c2ccccc12 (centres undefined)	-1.5%	11.8%	-14.9%	-0.8%	-0.9%	4.0%	10.8%	1.1	-6.5%
Cc1ccc(C)c(Cn2c(=O)cc(C)c3c(C)nn(-c4cccc(F)c4)c32)c1	0.6%	1.8%	3.6%	8.3%[57.1 µM]	12.0%	4.7%	5.7%	3.8	25.7%[57.1 µM]
COc1ccccc1NC(=O)c1ccc(NS(=O)(=O)c2c(C)noc2C)cc1	-2.9%	-0.1%	-17.8%	-0.6%	-2.8%	5.8%	51.2%[activator]	-1.1	1.6%
CC(C)N1CCc2[nH]c(=S)[nH]c(=O)c2C1	-5.7%	3.5%	-17.0%	-1.5%	-4.6%	i	1.1%	-2.5	-12.4%
O=C(CN1C(=O)NC2(CCCC2)C1=O)Nc1ccc(S(=O)(=O)N2CCOCC2)cc1	-0.6%	-8.2%	-7.2%	1.0%[57.1 µM]	0.5%	-4.5%	49.0%[activator]	2.2	16.2%[57.1 µM]
CN(C(=O)CCN1C(=O)c2ccccc2C1=O)c1ccccc1	0.0%	-3.2%	-20.2%	1.4%	0.2%	-4.7%	39.6%[activator]	-0.8	14.3%
Cc1ccc(O)c(CNc2nc3ccccc3[nH]2)c1	-1.1%	10.3%	0.3%	-1.7%	13.9%	1.3%	-0.9%	-1.9	7.9%
CC(O)C(=O)N/N=C/c1ccccc1C(=O)O (centres undefined)	-0.7%	8.0%	?	3.6%	0.8%	-5.5%	49.5%[activator]	-1.8	30.8%[57.1 µM]
CC(=O)Nc1ccc(S(=O)(=O)Nc2ccc(C(=O)NCC(=O)O)cc2)cc1	-4.5%	8.2%	-23.7%	3.9%	-5.7%	i	27.5%	-4.1	-5.8%
COc1ccc(/C=N/NC(=O)c2cccc(Br)c2)cc1CN1CCOCC1	-5.5%	0.0%	-6.3%	-0.2%[57.1 µM]	-2.8%	-5.4%	15.5%	0.6	6.5%[57.1 µM]
CCNC(=S)Nc1cccc(S(=O)(=O)NC2=NCCC2)c1	-7.4%	-4.5%	12.0%	-8.4%[57.1 µM]	0.0%	-2.4%	4.3%	2.6	-10.4%[57.1 µM]
N/C(Cc1ccc([N+](=O)[O-])cc1)=N\OC(=O)c1ccco1	-2.5%	2.1%	-19.2%	1.8%	1.0%	-3.7%	66.6%[activator]	-0.8	14.1%
COc1ccc(CNC(=O)CCCSc2ccccc2)cc1	-10.3%	0.0%	-15.8%	2.1%	-13.6%	-6.6%	23.1%	2.3	13.4%
Cc1ccc(C)c(NC(=O)c2oc(=O)c3ccccc3c2-c2ccccc2)c1	18.5%&1.6%	-13.8%&2.4%	-30.0%&-16.0%	-4.3%&-4.6%	-0.6%&-5.3%	6.3%	36.4%&23.5%	1.8&9.7	2.9%&-7.3%
Cc1cc(F)ccc1S(=O)(=O)Nc1ncnc2sccc12	3.7%	0.0%	-20.0%	5.0%[57.1 µM]	10.4%	-3.5%	0.4%	-3.1	16.1%[57.1 µM]
Cc1cccc(C)c1OCC(=O)OCC(=O)c1ccc2c(c1)NC(=O)CO2	1.5%	8.6%	-6.6%	-5.5%	5.2%	i	6.3%	4.5	-3.5%
Cc1occc1-c1nnc(SC(C)C(=O)Nc2ccccc2F)o1 (centres undefined)	-7.1%	0.2%	-4.7%	-2.4%	-2.8%	-6.0%	23.1%	3.7	6.2%
CCOc1ncccc1C(=O)N1CCCSC1=Nc1ccc(C(C)=O)cc1	-1.7%	8.0%	-3.0%	-1.9%	3.9%	-4.3%	28.1%	3.2	24.1%

Continuation:
SMILES	Pin1 inh	IDH1 R132H inh	USP1 inh	TrxR1 substrate	GLS inh	Tb PGK inh	HP1b binding inh	PI4K2A inh	rTrxR1 inhibitor
CC(c1ccco1)N(C(=O)C12CC3CC(CC(C)(C3)C1)C2)c1ccccn1 (centres undefined)	-5.0%	4.3%	-27.4%	-10.5%[57.1 µM]	-2.5%	-0.3%	19.4%	-2.2	2.1%[57.1 µM]
COCCN1C(=O)N[C@@H](c2cccs2)C(C(C)=O)=C1C	-1.2%	-8.6%	-30.9%	3.6%[57.1 µM]	-2.8%	-3.0%	33.8%[activator]	-0.6	5.0%[57.1 µM]
O=C(Nc1ccccc1-c1ccccc1)c1cnccn1	-4.3%	6.6%	-26.4%	16.5%[57.1 µM]	-0.7%	0.9%	46.6%	1.7	12.1%[57.1 µM]
Cc1ccc(S(=O)(=O)N2CCOCC2)cc1NC(=O)CN(C)CC(=O)Nc1cccc(F)c1	.	10.9%	-20.3%	.	-1.4%	-1.3%	.	0.6	.
COc1ccc(CC2(CO)CCN(S(=O)(=O)c3cccc4cccnc34)CC2)cc1	-0.5%	1.7%	-24.2%	0.5%	1.5%	-8.2%	22.7%	-2.4	8.5%
COC(=O)c1cccc(C(=O)N2CCC(CO)(CCc3ccccc3)CC2)c1	0.3%	-0.9%	-19.8%	0.4%	-3.5%	-1.6%	11.4%	-1.9	21.2%
CC(=O)c1cccc(NC(=O)CSc2nc(C3CC3)nc3ccccc23)c1	17.8%	-3.6%	-11.8%	4.3%	9.4%	-0.4%	-8.3%	-9.2	30.7%
CC(c1ccccc1)C1CC(=O)N(Cc2ccccc2)C1=O (centres undefined)	-1.5%	2.8%	-24.5%	6.7%	-0.5%	-3.1%	51.9%[activator]	-0.8	27.2%
CCNCCNC(=O)c1c(O)c2ccccc2n(CC)c1=O	1.2%	10.6%	-14.3%	14.1%	0.0%	.	19.5%	4.1	14.6%
Cc1ccc(NC(=O)CSc2nnc(C(F)(F)F)n2C)cc1[N+](=O)[O-]	-7.7%	3.9%	-8.8%	10.8%[57.1 µM]	-1.9%	-10.0%	51.3%[activator]	0.9	1.4%[57.1 µM]
CCCc1cc(=O)oc2cc(C)cc(OCC(=O)Nc3ccccn3)c12	7.5%	2.7%	-22.9%	17.3%	-3.8%	i	35.6%[activator]	3.4	27.1%
O=C(NC(CO)(CO)CO)[C@@H]1CCCN1S(=O)(=O)c1cccc2cccnc12	-0.9%	21.7%	-19.4%	5.3%	-9.3%	i	47.7%[activator]	7.8	31.7%
Cc1nnc(NC(=O)CSc2nnc(C(C)NC(=O)c3ccccc3F)n2C)s1 (centres undefined)	-16.9%	0.0%	-9.1%	1.6%	-5.9%	-1.2%	26.2%	3.5	10.9%
CCOCCCNc1ccc(N2C(=O)C3CCCCC3C2=O)cc1[N+](=O)[O-] (centres undefined)	-2.2%	7.2%	-8.5%	0.4%	6.5%	i	-16.8%	-13.6	2.4%
COc1ccc(-c2nc3ccccc3o2)cc1NC(=O)c1ccc(-c2ccc(C)c(Cl)c2)o1	0.1%	0.0%	5.1%	3.1%	-0.1%	1.2%	24.9%	-4.5	-15.9%

4 structures out of the list, sorted by molar mass, largest number first.
SMILES	Pin1 inh	IDH1 R132H inh	USP1 inh	TrxR1 substrate	GLS inh	Tb PGK inh	HP1b binding inh	PI4K2A inh	rTrxR1 inhibitor
CC(=O)Nc1ccc(S(=O)(=O)Nc2ccc(C(=O)NCC(=O)O)cc2)cc1	-4.5%	8.2%	-23.7%	3.9%	-5.7%	i	27.5%	-4.1	-5.8%
CCNCCNC(=O)c1c(O)c2ccccc2n(CC)c1=O	1.2%	10.6%	-14.3%	14.1%	0.0%	.	19.5%	4.1	14.6%
COCCN1C(=O)N[C@@H](c2cccs2)C(C(C)=O)=C1C	-1.2%	-8.6%	-30.9%	3.6%[57.1 µM]	-2.8%	-3.0%	33.8%[activator]	-0.6	5.0%[57.1 µM]
O=C(Nc1ccccc1-c1ccccc1)c1cnccn1	-4.3%	6.6%	-26.4%	16.5%[57.1 µM]	-0.7%	0.9%	46.6%	1.7	12.1%[57.1 µM]
